b-catenin transl – beta-catenin nuclear translocation modulation | HeLa beta-catenin nuclear translocation, immunofluorescence imaging | nuclear translocation activity, % at 5 µM | AID 1665 | hit rate 0.3% among 190,000;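 active = nuclear translocation activity above 50% at 5 µM, with a well cell count of 50 or more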;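 also: per-cell ratio of nuclear to cytoplasmic median beta-catenin stain intensity; plate controls were DMSO negative control for no effect and GSK-3 inhibitor IX positive control for full effect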
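Test system: human HeLa cell line; Doses: 5 µM primary, 0.02–20 µM confirmation; Incubation: 24 h compound exposure, 37°C; Detection: beta-catenin immunofluorescence imaging with DAPI; Read-out: beta-catenin nuclear/cytoplasmic ratio, % activation.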
Autophagy HCS – alters autophagy in cells; MEF GFP-LC3 puncta imaging; test concentration mostly 10 µM; calls only at 10 µM (by protocol); hit rate 0.98% among 190,000;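 active = percentage of spot-positive cells more than 3 SD above its plate mean, without a fluorescence outlier flag or 80% toxicity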;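 also: spot-positive cell cutoff set from DMSO-treated cells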
PMI inhibitors – inhibitors of human PMI, primary screen, biochemical, fluorescence intensity, coupled assay (AID 1209); inhibition, % at 20 µM; hits with a dose series show IC50 in µM; purified PMI enzyme, coupled fluorescence intensity; higher % means a stronger effect; hit rate 0.42% among 190,000;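 also: plate controls were DMSO vehicle for no effect and wells lacking substrate for full effect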
human PMI inhibitors – human PMI inhibitors, high substrate, primary screen, biochemical, fluorescence intensity, high mannose 6-phosphate (AID 1220); hit rate 0.66% among 190,000; inhibition, % at 20 µM, or IC50 in µM where a hit was titrated; recombinant PMI enzyme, coupled fluorescence intensity; higher % means a stronger effect
Dynein transport – blocks dynein driven cargo transport along microtubules | hit rate 0.47% among 220,000 | z-score, hits read low | AID 1381 | 3617.4 mouse cells, GR-EGFP nuclear translocation imaging; test concentration mostly 20 µM; stimulated with dexamethasone, 1 µM; hits give low values;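 active = plate z-score of nuclear minus cytoplasmic receptor signal below a set negative limit, without overly bright fluorescence or cell loss, cut at about -3.5 in these data, passing the limit was not always enough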;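 also: z-score of nuclear minus cytoplasmic ring GR-EGFP intensity difference per well; some compounds called inactive have numbers as strong as hits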
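Also added – dexamethasone, 1.0 µM final · Buffer or medium – tet-free, stripped-serum medium · Schedule – induction 48 h, compound 1 h, agonist 30 min · Detection – formaldehyde fixation, Hoechst nuclear stain, 10x automated fluorescence imaging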
Ins promoter up – MIN6 insulin promoter up-regulation | MIN6 insulin promoter-GFP reporter, high-content imaging; hits give high values | z-score at 5 µM | hit rate 0.3% among 190,000;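 active = z-score above 3 at 5 µM with at least 500 cells counted in the well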
Yfh1-off respiration – mitochondrial function rescue without frataxin homolog – Friedreich's ataxia, plus single-dose screen, dose response (AID 1465); hit rate 0.074% among 220,000; fold induction at 50 µM; hits with a dose series show EC50 in µM; S. cerevisiae Yfh1-off respiration, WST-1 reduction, 72 h; higher fold induction means a stronger effect;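 active = fold induction of absorbance versus untreated yeast above a set limit, then at least 30% activation at any dose in follow-up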;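 also: activators that raise dye reduction in frataxin-depleted yeast; strong numbers were not always called active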
WT yeast gro inh – growth inhibition of WT yeast, mitochondrial fusion screen | mitochondrial fusion phenotypic screen, WT strain | inhibition, % at 10 µM | hit rate 2.1% among 190,000 | AID 1362; in the data active = inhibition above about 58%; tested in S. cerevisiae
MT stabilize HCS – stabilizes microtubules in HeLa cells | HeLa tubulin immunostaining HCS, 24 h; share of cells brighter than vehicle mean+2SD | % tubulin-high responders, % at 10 µM | hit rate 0.83% among 200,000;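 active = plate Z-score above 3 for both tubulin-high and condensed-nucleus cell shares, with cell loss under 80%, at 10 µM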;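 also: anti alpha tubulin signal scored within the nucleus-defined area of each cell; some results filed as inactive read as strong as hits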
WT yeast gro inh mutant strain – further read-out of WT yeast gro inh, marked with its call; inhibition, %; mitochondrial fusion phenotypic screen, mutant strain inhibition
Dynein transport cytoplasmic EGFP – also measured in Dynein transport; calls as there; z-score; measured here: cytoplasmic GR-EGFP intensity; hits give high values
Dynein transport nuclear GR-EGFP – also measured in Dynein transport; calls as there; z-score; measured here: nuclear GR-EGFP intensity;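 lower value marks the stronger effect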
Dynein transport cell count – second read-out of Dynein transport, no call of its own (marks repeat the call); z-score; measured here: cell count per field
Ins promoter up cell count – further read-out of Ins promoter up, marked with its call; cell count; measured here: cytotoxicity, nuclei count;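 total cells summed across four imaged fields per well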
b-catenin transl cell count 5 µM – recorded beside b-catenin transl, whose call it bears; cell count; measured here: cell count, cytotoxicity flag
MT stabilize HCS Hoechst-high % – second read-out of MT stabilize HCS, no call of its own (marks repeat the call); % Hoechst-high responders; measured here: nuclear condensation Hoechst responders;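 share of cells brighter than vehicle mean plus two SD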
MT stabilize HCS cytotoxicity % – further read-out of MT stabilize HCS, marked with its call; toxicity, %; measured here: cytotoxicity by cell density;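 0% = mean cell density of plate MIN control wells and 100% = no cells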
Autophagy HCS cell loss 18 h – further read-out of Autophagy HCS, marked with its call; toxicity, %; measured here: cell loss, nuclei count;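 cell loss after 18 h compound exposure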
An asterisk follows results filed as active; i = inactive; . = not tested or not shown. Rule as the data show it, unless noted: active = inhibition above about 50%; inactive = the rest.

SMILES	b-catenin transl	b-catenin transl cell count 5 µM	Autophagy HCS	Autophagy HCS cell loss 18 h	PMI inhibitors	human PMI inhibitors	Dynein transport	Dynein transport cytoplasmic EGFP	Dynein transport nuclear GR-EGFP	Dynein transport cell count	Ins promoter up	Ins promoter up cell count	Yfh1-off respiration	WT yeast gro inh	WT yeast gro inh mutant strain	MT stabilize HCS	MT stabilize HCS Hoechst-high %	MT stabilize HCS cytotoxicity %
COc1ccc(NC(=O)c2ccc(NC(=O)CSc3nccc(=O)[nH]3)cc2)cc1	0.5	1365	.	.	.	.	0.164	-0.234	0.738	-0.903	0.07	863	i	.	.	.	.	.
O=c1cc(CN2CCN(C/C=C/c3ccccc3)CC2)c2cc(O)c(-c3ccccc3)cc2o1	-1.2	537	i	8.7	-7.6%	-2.1%	-0.784	-0.272	0.159	1.15	-0.43	973	i	84.2*	34.7*	5.2	2.3	2.3
O=C(Cc1ncc(C(F)(F)F)cc1Cl)NC1CC1	0.3	1107	i	24.3	-13.0%	-7.5%	0.208	-0.0275	0.302	-1.94	0.04	1257	i	-10.5	20.6	2.8	2.0	3.5
O=C(CN1CCN(c2ccc(F)cc2)CC1)Nc1cccc(C(F)(F)F)c1	1.0	610	i	30.1	-9.4%	3.2%	-0.618	-0.281	-0.389	0.397	-0.29	1000	i	8.4	-14.9	3.3	1.9	4.9
CCCc1cc(=O)n2c(nc3ccccc32)[nH]1	1.4	1057	i	-0.5	-1.3%	1.5%	-1.09	-0.245	-0.864	0.312	-0.4	1260	i	.	.	3.8	1.4	5.4
O=C(c1ccccc1)N(Cc1cccnc1)C1(C(=O)Nc2ccccc2)CCCCC1	-3.9	545	i	1.2	-7.2%	-14.0%	-0.719	-0.245	0.285	0.241	0.44	1332	i	-3.2	-15.4	2.0	2.3	8.6
CCOc1ccc(NC(=O)c2ccc(-n3cccn3)nc2)cc1	-0.8	1054	i	7.8	9.1%	2.9%	0.417	-0.338	0.201	-1.02	0.07	1541	i	3.4	0.2	3.2	2.2	5.0
CC1CCCC(NC(=O)COC(=O)CN2C(=O)C3CCCCC3C2=O)C1C (stereo unspecified)	-0.2	1057	i	4.1	4.9%	1.7%	-0.442	-0.28	-0.24	0.338	0.25	1523	i	-3.0	-6.9	1.7	3.5	10.1
CC1CN(CC(O)COC(c2ccc(Cl)cc2)c2ccc(Cl)cc2)CC(C)O1 (stereo unspecified)	1.3	1062	i	0.1	-3.7%	-6.4%	-0.369	-0.00836	-0.387	-0.177	-0.26	1459	i	57.3	43.6	3.8	2.8	9.1
N=C(c1cccc([N+](=O)[O-])c1)N1CCCCC1	1.2	1581	i	-7.9	.	.	0.275	-0.062	0.22	-1.96	-0.04	1063	i	-0.7	7.5	1.7	1.9	8.2
OCCC1CN(Cc2nc3ccccc3s2)CCN1CCc1ccccc1 (stereo unspecified)	3.3	933	i	-7.5	3.1%	2.3%	0.933	-0.247	0.532	-0.176	-2.55	1180	i	3.8	0.1	1.0	0.8	1.0
COc1cccc(C2C(C#N)=C(N)Oc3cc(C)n(Cc4ccccn4)c(=O)c32)c1OC (stereo unspecified)	0.6	1410	.	.	6.4%	6.1%	-0.491	-0.141	0.0663	0.0452	0.21	1491	i	7.0	-9.4	2.6	2.5	1.3
COc1ccc(/C=C(\C#N)C(=O)OCCNC(=O)c2ccncc2)cc1	-0.4	1077	i	-7.9	67.7%*	-6.3%	-0.133	-0.47	0.477	-0.265	-0.39	1174	i	5.6	8.2	2.5	1.8	2.2
CNC(=O)CSc1nc2nn(-c3ccccc3)c(=O)c-2c2n1CCCCC2	0.8	1329	i	6.2	-5.7%	-1.0%	0.418	-0.169	-0.0696	0.19	-0.13	1228	i	2.2	4.0	2.0	2.3	3.2
O=c1[nH]c(N2CCCCC2)nc2c1CCCC2	-1.5	1066	i	-1.4	10.7%	12.4%	-0.893	-0.243	-0.197	0.0749	0.44	1868	i	2.7	7.2	2.3	2.4	8.2
O=c1cc(C(F)(F)F)nc(-c2cccnc2)[nH]1	-0.2	974	i	12.3	-32.4%	-18.3%	-0.17	-0.223	-0.426	0.779	0.42	1162	i	-16.4	-20.2	2.6	2.1	8.1
Cc1nn(C)c(C)c1CN(C)C(=O)c1cnn2c1NC(c1ccccc1)CC2C(F)(F)F (stereo unspecified)	-0.9	1299	i	0.0	-9.8%	-5.0%	1.35	-0.123	0.43	-1.39	-0.27	957	i	5.5	9.7	6.1	3.3	6.2
COC(=O)C1=C(C)N(c2ccc(F)cc2)/C(=C/c2ccc(O)cc2)C1=O	1.2	1023	i	16.5	-12.9%	-6.8%	-0.595	0.115	-0.185	0.467	.	.	i	-8.6	-3.5	1.4	2.5	5.1
COc1cccc2sc(/N=C/N(C)C)nc12	0.4	1306	.	.	.	.	0.124	-0.0969	-0.131	0.596	-0.28	1337	i	.	.	.	.	.
FC(F)(F)c1cc(-c2ccco2)nc(NCc2cccnc2)n1	61.2*	678*	i	18.4	-10.1%	8.2%	0.152	-0.268	0.13	0.535	-0.6	1532	.	7.4	-1.0	5.8	3.1	0.5
Cc1ccc(NC(=O)C2CCCN2C(=O)NCc2ccccc2)cc1 (stereo unspecified)	-2.2	1100	i	-6.2	6.7%	12.1%	-0.487	0.491	0.0861	1.49	-0.45	1305	i	-4.0	-10.8	1.9	2.5	12.6
CC1Cc2ccccc2N1C(=O)CSc1nnc(C2CC2)n1C (stereo unspecified)	-0.3	1046	i	30.3	7.5%	5.7%	0.929	-0.317	-0.162	-0.702	0.06	1365	i	-5.1	2.1	1.4	3.1	4.0
Cc1ccc(S(=O)(=O)NC(=O)c2ccc(Br)o2)cc1	.	.	i	-39.5	-16.4%	-17.2%	-0.41	-0.264	0.173	0.403	0.66	1388	i	1.0	-5.4	3.2	2.9	5.4
C=CCSC1=N/C(=C\C=C\c2ccco2)C(=O)S1	.	.	i	15.5	-16.9%	11.4%	-0.171	-0.166	0.367	-0.641	.	.	i	-4.3	6.3	6.8	2.7	6.5
O=C(c1ccco1)N1CCN(c2c([N+](=O)[O-])nn(-c3cccc(Cl)c3)[n+]2[O-])CC1	-0.5	1127	i	-28.5	-8.8%	-6.9%	-0.974	-0.278	-0.521	0.34	0.08	1277	i	13.9	17.7	2.3	1.0	11.2
O=C(c1cnc2n(c1=O)CCS2)N(C1CCCCC1)C1CCCCC1	4.8	1043	.	.	4.0%	5.8%	0.916	-0.0962	0.923	-0.741	.	.	i	3.7	-3.1	6.4	1.4	6.6
O=C(CSc1nnc(CNc2ccc(Cl)cc2)o1)Nc1nc2ccccc2s1	-9.7	1025	i	23.6	3.1%	0.5%	-1.7	-0.236	-0.614	0.76	0.33	1251	i	-4.0	9.4	5.0	2.4	0.7
O=C(Nc1ccccc1)NC1(C(=O)NCc2ccc3c(c2)OCO3)CCCCC1	-0.7	1215	i	37.9	28.0%	23.7%	-0.022	-0.183	0.18	-0.154	-0.81	988	i	3.8	-14.8	1.5	2.4	12.6
Cc1csc(SCC(=O)NC(=O)NC(C)(C)C)n1	0.8	1057	i	-2.2	-10.4%	-9.0%	1.09	-0.106	0.207	0.221	0.47	1257	i	-8.4	11.7	0.8	2.1	6.5
COC(=O)CCCNC(=O)c1ccc(OC2CCN(CCc3ccccc3)CC2)cc1	1.0	957	i	20.0	3.7%	2.1%	-1.14	-0.171	-0.812	-0.001	.	.	i	-17.5	-16.5	1.4	2.0	7.2
C=CCNCCOc1ccccc1-c1ccccc1	-1.0	988	i	16.1	-6.1%	4.9%	1.56	-0.29	0.256	-0.548	-0.5	1320	i	17.0	13.2	3.4	3.2	1.8
CCOC(=O)N1CCN(Cc2nc3c(c(=O)n(C)c(=O)n3C)n2Cc2ccccc2C)CC1	-0.4	860	i	5.8	6.2%	-2.3%	1.13	0.18	1.08	-0.624	1.41	953	i	-11.9	3.5	4.3	3.3	7.3
CC(=N/O)/C(C)=N\NC(=O)c1ccccn1	-0.4	1002	i	-9.1	3.8%	1.9%	1.74	-0.159	1.07	-0.246	-0.14	1164	i	21.1	10.7	2.5	1.2	6.1
CCOC(=O)c1ccc(CNC(=O)CCC(=O)O)cc1	-5.2	948	i	-11.2	8.4%	3.5%	2.08	-0.0483	1.47	-1.54	.	.	i	.	.	1.5	0.7	11.5
COc1ccc(CC2(CO)CCN(S(=O)(=O)c3c(C)nn(C)c3C)CC2)cc1	0.5	995	i	38.1	3.3%	1.7%	-0.665	0.13	0.139	0.252	0.1	1520	i	-6.5	-7.7	2.9	3.2	7.2
COc1cc(NC(=O)c2cc([N+](=O)[O-])ccc2Br)ccc1NC(=O)c1ccco1	-4.7	521	i	-4.3	13.0%	43.8%	-1.9	0.433	-0.936	-2.05	-0.41	682	i	-24.7	-9.0	2.6	1.2	7.3
Cc1ccc(N2CCN(C(=O)N3CCOCC3)CC2)c(C)c1	-1.3	1178	i	-6.8	-8.3%	-7.9%	-0.272	-0.259	-0.48	1.39	-0.47	1251	i	-8.6	-12.5	3.9	1.9	10.6
CCOC(=O)C1=NNC2(c3ccccc3)C(=O)N(c3cccc(Br)c3)C(=O)C12 (stereo unspecified)	-0.4	542	i	2.3	11.9%	11.6%	-0.548	-0.303	-0.588	0.911	-0.05	1234	i	2.2	2.7	3.8	2.0	7.0
CN(CC(=O)Nc1ccccc1C(F)(F)F)C(=O)COc1ncnc2sccc12	-0.7	1249	i	6.2	4.6%	0.1%	0.454	-0.182	0.41	-0.546	0.07	1486	i	-15.1	-5.3	7.7	1.7	12.9

High-throughput results as filed in PubChem BioAssay.
